PPARg SRC-2 ag – agonists of PPARg-SRC-2 recruitment, primary screen, biochemical, HTS | PPARgamma LBD-SRC-2 recruitment | activation, % at 8 µM | 200,000 tested, 0.34% active; in the data active means activation above about 22%;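 further: 0% = vehicle and 100% = reference agonist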
Target sequence (P37231 whole entry, looked up, the tested form may be a part): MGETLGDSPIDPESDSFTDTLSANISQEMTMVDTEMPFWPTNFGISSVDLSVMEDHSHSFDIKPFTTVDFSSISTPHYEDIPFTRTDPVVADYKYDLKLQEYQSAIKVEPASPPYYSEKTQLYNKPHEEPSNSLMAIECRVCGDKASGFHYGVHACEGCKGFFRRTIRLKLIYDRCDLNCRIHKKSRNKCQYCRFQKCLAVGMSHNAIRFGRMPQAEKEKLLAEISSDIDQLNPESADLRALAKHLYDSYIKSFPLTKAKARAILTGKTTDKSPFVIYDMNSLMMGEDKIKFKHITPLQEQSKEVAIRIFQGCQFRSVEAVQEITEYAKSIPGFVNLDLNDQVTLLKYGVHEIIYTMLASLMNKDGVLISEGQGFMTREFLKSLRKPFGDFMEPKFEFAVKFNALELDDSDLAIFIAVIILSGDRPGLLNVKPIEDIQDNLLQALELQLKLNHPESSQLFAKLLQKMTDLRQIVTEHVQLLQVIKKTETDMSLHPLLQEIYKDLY
PPARg SRC3 recr – PPARgamma agonists recruiting SRC-3 coactivator, primary screen, biochemical; activation, % at 8 µM; Peroxisome proliferator-activated receptor gamma (Homo sapiens), P37231; biochemical PPARgamma/SRC-3 coactivator recruitment assay; 200,000 tested, 0.26% active; in the data active means activation above about 23%;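 further: 0% = DMSO and 100% = reference agonist; some compounds past the cut are filed as inactive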
ROMK primary – ROMK potassium channel modulators, primary screen, cell-based, thallium flux, MLSMR library. 130,000 tested, 2% active. AID 1918, 2009. ATP-sensitive inward rectifier potassium channel 1 (Homo sapiens), P48048. Tet-inducible ROMK, thallium flux fluorescence; actives lie on both sides. B-score at 10 µM;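 active means signal ratio slope over the read window, or its plate-corrected B-score, at least 3 SD from the plate mean, either direction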;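 further: B-score of the F/F0 ratio slope over 7 to 12 s after thallium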
SRC2 TRFRET art – TR-FRET signal artefacts, primary screen, artefact control for PPARgamma SRC-2 agonist project, biochemical; TR-FRET artefact counter-screen; active compounds read high; TR-FRET ratio at 8 µM; 200,000 tested, 0.4% active; AID 1049, 2008; in the data active means TR-FRET ratio above about 2000; further: inactives centre near 1500
PPARg SRC-1 ag – PPARgamma agonists recruiting SRC-1 coactivator, primary screen, biochemical; activation, % at 8 µM; PPARgamma-SRC-1 coactivator recruitment biochemical assay; Peroxisome proliferator-activated receptor gamma (Homo sapiens), P37231; 200,000 tested, 0.41% active; in the data active means activation above about 19%;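 further: 0% = DMSO and 100% = reference agonist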
TNAP act hi DEA – TNAP activators at high phosphate acceptor level, primary screen, biochemical, luminescence, uHTS | Alkaline phosphatase, tissue-nonspecific isozyme (Homo sapiens), P05186 | purified TNAP, CDP-star luminescence, 1 M DEA, 30 min; active compounds read high; 0 = EDTA background, 1 = DMSO-only activity | 200,000 tested, under 10 active | activation factor at 20 µM;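 active means activation factor at least 2 at 20 µM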
Target sequence (P05186 whole entry, looked up): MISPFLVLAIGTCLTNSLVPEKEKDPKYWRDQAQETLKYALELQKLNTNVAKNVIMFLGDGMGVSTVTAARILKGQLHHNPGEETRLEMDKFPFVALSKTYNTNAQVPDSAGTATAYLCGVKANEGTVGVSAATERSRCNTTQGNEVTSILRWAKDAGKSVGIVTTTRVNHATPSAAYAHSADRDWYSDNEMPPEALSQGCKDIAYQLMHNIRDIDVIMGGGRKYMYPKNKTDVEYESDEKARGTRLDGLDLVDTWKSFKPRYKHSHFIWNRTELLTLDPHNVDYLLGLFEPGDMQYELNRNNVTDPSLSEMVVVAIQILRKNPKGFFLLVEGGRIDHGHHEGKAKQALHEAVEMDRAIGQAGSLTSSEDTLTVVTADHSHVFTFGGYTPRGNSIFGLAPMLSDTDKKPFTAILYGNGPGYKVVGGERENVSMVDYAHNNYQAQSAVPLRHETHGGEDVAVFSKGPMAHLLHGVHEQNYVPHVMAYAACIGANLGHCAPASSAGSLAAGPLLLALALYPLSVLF
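system = human TNAP | amount = enzyme diluted 1/800 final | reagent = 100 µM CDP-star substrate | signal = luminescent substrate turnover signal | dosing = one dose, 20 µM | benchmarks = EDTA negative control, DMSO positive control | measure = activation factor | timing = 30 min reaction, room temperature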
STAT3 act – IL-6 driven STAT3 reporter potentiators, primary screen, U3A cells, luciferase, luminescence, MLSCN library; activation (% of control), % at 5.6 µM; IL-6 STAT3-luciferase reporter; 100% = signal with IL-6 EC80 alone; 190,000 tested, 0.91% active;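 active means activation above the screen-wide mean of compound activation plus 3 SD, cut at about 130% in these data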;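 further: 0% = background luminescence of wells with medium and substrate only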
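Material: STAT3-luciferase reporter U3A cells; Probe or stimulus: IL-6 (33 ng/mL); Incubation: compound pre-incubation 1 h before IL-6, then 6 h stimulation at 37 °C; Technique: luminescence from STAT3-driven luciferase reporter; Evaluation: % activation versus median of IL-6-stimulated wells; Controls: IL-6-only high control.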
STAT1 inh – STAT1 signaling inhibitors, primary screen, cell-based, HTS, luciferase reporter. NIH 3T3 STAT1-luciferase reporter, IFN-gamma, luminescence. inhibition, % at 5.5 µM. 200,000 tested, 0.35% active;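 active means inhibition above a set limit, the mean inhibition across all tested compounds plus 3 SD, cut at about 34% in these data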;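 further: 0% = IFN-gamma with DMSO and 100% = IFN-gamma with 300 µM nifuroxazide; values of inactives mirror those of a sister screen read the other way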
STAT3 inh – IL-6 driven STAT3 reporter inhibitors, primary screen, U3A cells, luciferase, luminescence, MLSCN library | IL-6 STAT3-luciferase reporter; host cell line lacks STAT1 | inhibition, % at 5.5 µM | 190,000 tested, 0.89% active;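 active means inhibition above the mean inhibition across all screened compounds plus 3 SD, cut at about 44% in these data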;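 further: 0% = DMSO only wells and 100% = 100 µM nifuroxazide control wells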
bIAP inh – bovine intestinal alkaline phosphatase inhibitors, primary screen, selectivity assay for TNAP inhibitor project, biochemical, bovine IAP, CDP-star luminescence. purified bovine IAP, 30 min. inhibition, % at 20 µM. alkaline phosphatase, intestinal [Bos taurus]. AID 1019, 2008. 190,000 tested, under 10 active;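 active means over 50% inhibition of intestinal alkaline phosphatase at 20 µM in the single-dose screen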
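Incubation: 30 min reaction at room temperature / Material: purified bovine intestinal alkaline phosphatase (IAP) enzyme / Input: enzyme at 1/65,000,000 dilution / Dosing: 20 µM single dose / Signal: CDP-star luminescence signal / Reagent: CDP-star chemiluminescent phosphatase substrate, 30 µM final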
bIAP act – bovine intestinal alkaline phosphatase activators, primary screen, biochemical, bovine IAP, CDP-star luminescence; alkaline phosphatase, intestinal [Bos taurus]; purified bovine IAP, 30 min; active compounds read high; fold of DMSO-control signal, blank-subtracted; activation factor at 20 µM; 200,000 tested, 0.17% active;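 active means activation factor of 2 or more at 20 µM, a signal rise over negative controls twice the positive control's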
An asterisk follows results filed as active; . = no result given. Compounds as they come; overall some 3.7% were active at least once.

smiles	PPARg SRC-2 ag	PPARg SRC3 recr	ROMK primary	SRC2 TRFRET art	PPARg SRC-1 ag	TNAP act hi DEA	STAT3 act	STAT1 inh	STAT3 inh	bIAP inh	bIAP act
O=C(Cc1ccccc1)NC(=S)Nc1cccc(C(F)(F)F)c1	-1.7	-2.8	.	1533	-1.9	1.1	101.1	2.5	3.4	18.7	0.8
COc1cc(C=C2C(=O)c3ccccc3C2=O)cc(OC)c1OC	-1.1	2.2	-1.04	1578	7.5	0.9	105.7	-0.5	-5.3	11.4	0.9
CCCCCCCOC(=O)c1ccc(OC(=O)c2cccnc2)cc1	0.5	4.2	0.558	1522	-1.8	1.1	101.8	-4.1	-2.3	5.6	0.9
O=C(NCCO)c1ccc2[nH]c3ccccc3c2c1	10.5	6.7	.	1617	9.3	1	87.1	-19.0	22.5	1.8	1
Cc1ccc(C(C)C)cc1OCCOCCN1CCCC1	9.6	10.1	-0.494	1615	-0.3	1.1	98.9	0.5	6.9	-0.1	1
C=CCOC(=O)C1=C(C)N=C2SCCC(=O)N2C1/C=C/c1ccccc1 (stereo unspecified)	8.3	5.5	-0.858	1545	-2.0	1	105.5	-5.5	-2.7	-8.5	1.1
Cc1ccc(C(=O)n2c3ccccc3c3ccccc32)cc1	-1.3	0.9	1.12	1595	-5.9	1	100.1	11.8	6.8	14.1	0.9
Cc1cc(=O)n2nc(-c3ccccc3)sc2n1	-0.9	2.8	0.309	1443	-3.0	1.1	104.0	-26.8	-0.6	6.2	0.9
O=C(NC1CCCC1)C1c2ccccc2C(=O)N1CCCN1CCOCC1 (stereo unspecified)	-5.0	-1.6	0.727	1385	-0.8	1	102.8	-9.6	-3.4	-4.7	1
Cc1cc(=O)[nH]c(N/N=C/c2ccccc2C(F)(F)F)n1	12.1	-2.0	-0.455	1680	6.2	1	92.4	-15.8	13.9	-5.2	1.1
Cc1cc(Oc2ccc(=O)n(C)n2)nc(SCc2ccccc2)n1	0.5	3.1	0.158	1648	4.7	1	95.3	6.9	6.4	-12.0	1.1
CCC(=O)Nc1ccc(C(=O)NNC(=O)c2ccccc2)cc1	0.8	1.2	0.527	1470	3.2	1	95.5	-10.1	8.6	0.7	1
NC(=O)c1sc2cc(C(F)(F)F)cnc2c1-c1ccccc1	-5.1	-3.3	.	1381	2.5	1.1	105.0	-0.2	-0.5	-23.8	1.2
COC(=O)NC(NC(=S)Nc1cccc(C)c1)C(Cl)(Cl)Cl (stereo unspecified)	9.9	6.0	-0.351	1492	0.6	1.1	94.5	2.7	10.7	9.4	0.9
COC(=O)[C@@]1(Cc2ccc(F)cc2)[C@H]2c3cc(C(=O)N(C)C)n(Cc4c(CO)[nH]cc(C)c4=O)c3C[C@H]2CN1C(=O)c1ccccc1	11.5	2.4	-0.553	1367	4.3	1	96.4	6.6	1.4	-15.0	1.1
CCc1ccc(-c2csc(-c3c[nH]c4ccccc34)n2)cc1	-1.6	3.4	0.243	1457	0.5	1	112.5	-35.7	-14.3	41.6	0.6
COc1ccc(OC)c(-n2c(=S)[nH]c3cc(C(=O)N4CCN(c5ccccc5)CC4)ccc3c2=O)c1	2.5	2.5	0.0421	1683	8.1	1	91.2	8.8	14.3	7.0	0.9
COc1ccc(/C=C/c2nc(-c3ccccc3O)n(-c3ccccc3)n2)cc1	11.4	-1.7	-0.0587	1447	-3.3	1	94.8	2.7	9.5	4.9	1
Cc1ccc(S(=O)(=O)Nc2cccc(-c3cn4ccsc4n3)c2)cc1	-2.6	-6.2	-2.38	1518	-3.1	1	91.5	11.3	13.1	12.1	0.9
CCC(C)NC(=O)CC(c1ccccc1)c1cc(C)ccc1O (stereo unspecified)	3.9	2.5	-0.35	1666	5.7	1	101.7	5.4	-2.4	-8.3	1.1
CCOC(=O)C1CCN(C(=O)CSCCSCC(=O)N2CCC(C(=O)OCC)CC2)CC1	-3.4	-2.6	-0.126	1432	-4.2	1	102.2	9.3	1.7	-2.8	1
CCc1ccc(N2CC(C(=O)Nc3ccc(C)c(S(=O)(=O)N4CCOCC4)c3)CC2=O)cc1 (stereo unspecified)	-5.3	-3.6	-0.0154	1333	-8.7	1	93.5	3.1	8.1	26.1	0.7
Cc1cc(OCCN2CCCC2)ccc1C(C)C	0.2	1.4	.	1505	3.5	1.1	100.9	-3.8	4.9	13.9	0.9
Nc1nonc1C(=O)NCCNS(=O)(=O)c1ccc(Br)cc1	12.2	6.0	.	1630	6.9	1.1	101.4	-2.6	7.7	13.0	0.9
CCCNCC1C(Oc2ccc(Cl)cc2Cl)C(=O)N1c1cccc(C)c1C (stereo unspecified)	9.3	5.6	-0.991	1593	1.2	1	100.6	-3.0	4.3	17.7	0.8
Cc1c2c(nc3c(C(=O)NC4CC4)cnn13)CCCC2	4.2	-4.8	.	1584	-2.6	1	99.2	-8.7	10.7	5.1	0.9
CCOC(=O)c1cc2c(=O)n3ccccc3nc2n(Cc2ccco2)c1=NC(=O)c1cccc(OC)c1	0.1	1.6	0.408	1527	0.1	1	102.7	4.0	0.3	-27.7	1.3
Cc1cc(NC(=O)c2ccccc2)n(-c2nc3ccccc3[nH]2)n1	3.5	-2.5	0.506	1583	-0.9	1.1	84.3	-1.5	22.5	-32.6	1.3
CC(C)CCOCC(O)CCC(=O)NNC(=S)Nc1ccccc1 (stereo unspecified)	13.2	8.4	0.821	1692	3.2	1	90.2	1.4	10.3	16.9	0.8
Cc1ccccc1NC(=O)Cn1c(=O)n(C)c2ccccc21	-0.7	4.8	-1.2	1710	-7.0	1.1	97.8	10.4	4.5	6.3	0.9
O=C(CSc1ccc([N+](=O)[O-])cc1)Nc1cccc(S(=O)(=O)Nc2ccccc2F)c1	11.8	7.0	2.16	1607	-5.1	1.1	92.7	12.9	14.7	0.2	1
COc1ccc(Cc2c(O)nc(SCC(=O)c3ccc(OC)cc3)[nH]c2=O)cc1	6.2	-0.3	0.507	1710	-4.0	1	95.0	3.2	10.6	5.0	0.9
Cc1cccc(Cc2nnc(CCC(=O)N(C)C3CCOC3)o2)c1 (stereo unspecified)	6.4	5.2	0.478	1627	4.9	1	101.3	-11.9	-0.9	-2.0	1
COc1ccc(C2=NN(CCC(=O)NCc3ccc4c(c3)OCO4)C(=O)CC2)cc1	4.3	5.3	0.881	1816	3.9	1	102.2	-0.7	-5.3	-3.1	1
COc1ccccc1NC(=S)N1CCN(C(=O)C2CCCO2)CC1 (stereo unspecified)	8.5	4.9	0.722	1654	-6.3	1.1	106.8	-2.9	-5.7	-13.5	1.1
CC(C)CCNC(=O)CN(Cc1ccc2c(c1)OCO2)C(=O)CCC(=O)Nc1ccccn1	1.6	10.1	.	1523	2.4	1	104.6	2.9	-0.2	-3.8	1
Fc1cccc(C2CC(c3cccc(Br)c3)Nc3nnnn32)c1 (stereo unspecified)	1.6	-2.9	.	1514	-0.9	1	104.3	-9.0	1.4	18.9	0.8
O=C(C1=C(O)C(=O)N(CCN2CCOCC2)C1c1ccccc1)c1cccs1 (stereo unspecified)	4.7	17.3	.	1592	8.1	.	99.4	3.1	0.4	.	.
CCOC(=O)c1ccc(NC(=O)CNC(=O)c2ccccc2)cc1	4.8	1.2	.	1517	3.7	1.1	98.5	5.0	2.2	6.9	0.9
CCOC(=O)NC1(C(F)(F)F)N=C(c2ccccc2)NC1=O (stereo unspecified)	-5.1	-3.1	.	1321	-2.2	1	106.3	-6.5	-3.1	10.3	0.9

Record cards, as listed above:
CC(C)CCNC(=O)CN(Cc1ccc2c(c1)OCO2)C(=O)CCC(=O)Nc1ccccn1 across the screens: PPARg SRC-2 ag = 1.6; PPARg SRC3 recr = 10.1; ROMK primary = .; SRC2 TRFRET art = 1523; PPARg SRC-1 ag = 2.4; TNAP act hi DEA = 1; STAT3 act = 104.6; STAT1 inh = 2.9; STAT3 inh = -0.2; bIAP inh = -3.8; bIAP act = 1
COc1ccccc1NC(=S)N1CCN(C(=O)C2CCCO2)CC1 (stereo unspecified) across the screens: PPARg SRC-2 ag = 8.5; PPARg SRC3 recr = 4.9; ROMK primary = 0.722; SRC2 TRFRET art = 1654; PPARg SRC-1 ag = -6.3; TNAP act hi DEA = 1.1; STAT3 act = 106.8; STAT1 inh = -2.9; STAT3 inh = -5.7; bIAP inh = -13.5; bIAP act = 1.1

Continuation:
smiles	PPARg SRC-2 ag	PPARg SRC3 recr	ROMK primary	SRC2 TRFRET art	PPARg SRC-1 ag	TNAP act hi DEA	STAT3 act	STAT1 inh	STAT3 inh	bIAP inh	bIAP act
Cc1ccc(NC(=O)Cn2c(CCC(=O)O)ccc2-c2cccs2)cc1	9.0	6.3	-0.035	1653	0.2	1	99.2	-5.4	1.1	13.1	0.9
Cc1ccc(N2CCN(/N=C/c3c(C)nn(-c4ccccc4)c3Cl)CC2)cc1	-9.2	-6.0	0.381	1434	-4.3	1.1	101.2	7.4	-1.4	29.8	0.7
Cc1[nH]nc2oc(=O)c(CCO)c(C)c12	3.3	2.9	-0.158	1563	9.7	1	98.2	5.9	-0.9	6.6	0.9
COc1ccc(NCc2nnc(SCC(=O)Nc3cccc(C)c3)o2)cc1	5.5	12.5	-1.1	1569	13.2	1	100.2	-1.3	1.7	-8.3	1.1
Cc1ccc(-c2nc(=S)c3c(n2CCN2CCOCC2)CC(C)(C)OC3)cc1	-2.6	-4.4	.	1490	-2.6	1	107.4	3.6	-5.6	0.7	1
CCCOC(=O)Nc1nc(-c2ccc(C)cc2)c(C)s1	3.1	-0.7	0.0411	1671	2.9	1	88.6	-5.6	20.9	-3.9	1
COc1ccc(NC(=O)c2ccc(Cn3cc(Cl)cn3)cc2)cc1	3.8	-2.3	.	1575	7.3	1.1	95.9	10.5	8.4	0.8	1
COc1ccc(C2C(C#N)=C(N)N(Nc3ccccc3)C3=C2C(=O)CC(C)(C)C3)cc1C (stereo unspecified)	11.1	-5.0	.	1755	5.0	1	96.3	11.5	9.9	4.0	1
Cc1ccc(C(=O)Nc2ccc(C(=O)N3CCCCC3C)cc2)cc1 (stereo unspecified)	5.1	1.0	-0.767	1579	-1.3	1	89.2	-1.8	17.5	-10.4	1.1
